High-throughput results deposited in PubChem by several laboratories.
NR2F2 inh – inhibitors of human COUP-TFII (NR2F2); HEK293T NGFI-A luciferase reporter, luminescence; hit rate 0.7% among 370,000; P24468; inhibition, % at 8.6 µM;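 active = inhibition above a per-plate cutoff, mean inhibition of test wells between control levels plus 3 SD, cut at about 38% in these data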;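 also: cells cotransfected with COUP-TFII expression vector driving the NGFI-A reporter; 0% = median of COUP-TF2 test wells and 100% = reporter-only cells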
NOD2-RIPK2 inh – NOD2-RIPK2 protein interaction inhibition; inhibition, % at 4.98 µM; O43353; CHO BLA complementation NOD2-RIPK2, CCF4 ratio; hit rate 0.38% among 360,000; in the data active = inhibition above about 21%;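 also: 0% = vehicle only and 100% = reference blocker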
TROY signal inh – blocks TROY-dependent signaling in reporter cells | AID 1347056 | inhibition, % at 10 µM | hit rate 0.98% among 360,000 | Q293 LMP1-TROYcd NF-kB luciferase reporter, 4 h;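 active = compounds whose plate-normalised and pattern-corrected inhibition of the luciferase reporter signal at the single screening dose is 50% or more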
EBV LMP1 NFkB – inhibitors of Epstein-Barr LMP1-induced NF-kappaB reporter. LMP1-induced NF-kappaB luciferase reporter cells, luminescence. inhibition, % at 12.5 µM. hit rate 0.69% among 350,000. AID 504558; in the data active = inhibition above about 41%; inconclusive = no clear call, values can overlap the other calls;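 also: 0% = neutral control wells and 100% = reference inhibitor control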
NCOA1 inh – inhibitors of human steroid receptor coactivator 1 (SRC1) | hit rate 0.12% among 360,000 | Q15788 | HEK293 GAL4-SRC1 luciferase reporter, luminescence | inhibition, % at 3.6 µM | AID 588354;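 active = inhibition above the campaign mean plus 3 SD, with each screening campaign given its own cutoff, cut at about 60% in these data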;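 also: 0% = DMSO treated cells and 100% = gossypol at 36 µM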
SRC2 inh – inhibits human steroid receptor coactivator 2; Q15596; HEK293 GAL4-SRC2 luciferase reporter, luminescence; inhibition, % at 9 µM; hit rate 0.17% among 370,000; AID 651957;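 active = inhibition above the mean inhibition of all tested compounds plus 3 SD, set per campaign, cut at about 52% in these data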;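 also: 0% = DMSO treated cells and 100% = cells given Gossypol at 36 µM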
Vif imaging – inhibitors of HIV Vif | hit rate 0.35% among 340,000 | HEK293T cells, Vif self-association by quenched fluorescence, imaging, 24 h | inhibition, % at 7.49 µM; in the data active = inhibition above about 50%, passing the limit was not always enough; inconclusive = no clear call, values can overlap the other calls; inactive = below about 31%; also: some results filed as inactive read as strong as hits
TLR9-MyD88 block – TLR9-MyD88 interaction inhibition; CHO BLA complementation TLR9-MyD88, CCF4 FRET ratio; inhibition, % at 4.98 µM; hit rate 0.21% among 340,000; Q9NR96+Q99836; AID 504734;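 active = inhibition above the mean over all tested compounds plus 3 SD, cut at about 21% in these data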;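 also: 0% = DMSO only wells and 100% = clavulanate BLA inhibitor control wells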
Target sequence (Q99836 whole entry, looked up): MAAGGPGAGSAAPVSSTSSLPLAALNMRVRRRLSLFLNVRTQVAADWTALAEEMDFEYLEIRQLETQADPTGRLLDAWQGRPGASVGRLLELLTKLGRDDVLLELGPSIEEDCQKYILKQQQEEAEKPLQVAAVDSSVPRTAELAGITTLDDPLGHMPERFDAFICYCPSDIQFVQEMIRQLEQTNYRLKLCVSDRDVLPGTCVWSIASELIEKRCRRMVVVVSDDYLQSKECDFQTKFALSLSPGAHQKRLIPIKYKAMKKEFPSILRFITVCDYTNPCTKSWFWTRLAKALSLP
Target sequence (Q9NR96 whole entry, looked up): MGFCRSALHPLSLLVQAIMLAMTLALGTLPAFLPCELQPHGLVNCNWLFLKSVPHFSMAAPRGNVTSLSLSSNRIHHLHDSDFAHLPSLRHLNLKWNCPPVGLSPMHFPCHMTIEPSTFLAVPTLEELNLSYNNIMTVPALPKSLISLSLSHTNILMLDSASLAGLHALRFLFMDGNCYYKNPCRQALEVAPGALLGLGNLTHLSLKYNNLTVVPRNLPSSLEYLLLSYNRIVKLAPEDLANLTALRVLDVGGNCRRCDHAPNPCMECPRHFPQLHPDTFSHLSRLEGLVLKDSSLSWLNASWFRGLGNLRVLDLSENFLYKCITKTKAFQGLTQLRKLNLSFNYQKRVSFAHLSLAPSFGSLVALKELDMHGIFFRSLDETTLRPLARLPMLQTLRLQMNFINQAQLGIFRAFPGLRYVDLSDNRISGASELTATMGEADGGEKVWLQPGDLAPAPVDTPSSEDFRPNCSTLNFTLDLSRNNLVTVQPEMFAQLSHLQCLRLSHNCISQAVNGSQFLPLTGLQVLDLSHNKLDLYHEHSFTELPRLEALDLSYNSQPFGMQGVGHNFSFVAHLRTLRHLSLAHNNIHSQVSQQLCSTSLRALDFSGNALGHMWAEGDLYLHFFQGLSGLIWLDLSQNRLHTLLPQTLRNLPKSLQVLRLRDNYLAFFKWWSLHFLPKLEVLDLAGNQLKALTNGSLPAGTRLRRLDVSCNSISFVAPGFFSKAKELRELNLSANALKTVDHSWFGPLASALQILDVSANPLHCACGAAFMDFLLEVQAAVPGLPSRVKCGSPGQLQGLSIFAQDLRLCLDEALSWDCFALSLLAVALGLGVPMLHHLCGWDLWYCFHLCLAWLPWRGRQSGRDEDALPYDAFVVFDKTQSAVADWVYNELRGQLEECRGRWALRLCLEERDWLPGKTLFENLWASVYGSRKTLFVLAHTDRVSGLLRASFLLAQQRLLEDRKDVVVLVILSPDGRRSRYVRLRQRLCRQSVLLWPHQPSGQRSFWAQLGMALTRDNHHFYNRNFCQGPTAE
TRAIL sens C8 – caspase-8 TRAIL sensitization; NB7+C8 cells + TRAIL, ATPlite viability luminescence; inhibition (viability loss, TRAIL sensitization), % at 10 µM; hit rate 1% among 360,000; AID 624354;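 active = compounds causing at least 50% loss of cell viability in the single-dose screen, relative to plate controls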
NR5A2 inv ag – inverse agonists of human LRH-1 (NR5A2); O00482; HEK293T StAR-luciferase reporter, LRH-1 transfected, 24 h; inhibition, % at 3.6 µM; hit rate 0.13% among 360,000;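 active = inhibition above the mean inhibition of all tested compounds plus 3 SD, cut at about 73% in these data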;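 also: 0% = DMSO wells and 100% = reporter-only cells lacking LRH-1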
SRC3 inh – inhibitors of human steroid receptor coactivator 3 (SRC3); Q9Y6Q9; HEK293 GAL4-SRC3 luciferase reporter, luminescence; inhibition, % at 3.6 µM; hit rate 0.17% among 360,000;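 active = inhibition above a per-campaign cutoff, the mean of all compounds plus 3 SD, cut at about 60% in these data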;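 also: 0% = DMSO-treated cells and 100% = gossypol-treated cells at 36 µM; higher means less SRC3-driven luciferase light from the GAL4 reporter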
Numbers without * were called inactive; ? = inconclusive; nt = no result given.

SMILES	NR2F2 inh	NOD2-RIPK2 inh	TROY signal inh	EBV LMP1 NFkB	NCOA1 inh	SRC2 inh	Vif imaging	TLR9-MyD88 block	TRAIL sens C8	NR5A2 inv ag	SRC3 inh
Cc1nc(SCC(=O)Nc2ccc(F)cc2)c(C#N)c(C)c1CC(=O)c1ccc(Br)cc1	0	1	-4	4	-2	-15	-2	1	31	-7	11
O=C(CN1C(=O)NC2(CCCCC2)C1=O)Nc1ccc2c(c1)OCCCO2	-54	-16	-67	-5	-74	-9	28	-2	6	-79	-62
CCOC(=O)Cn1nnc(-c2ccc(S(C)(=O)=O)cc2)n1	-1	-1	-4	2	-3	-8	?	-7	7	7	-12
Cc1c(NC(=O)Cn2nc(C(F)(F)F)c3c2CCCC3)c(=O)n(-c2ccccc2)n1C	-6	-4	19	-2	-6	3	-3	-7	-5	-5	14
O=C(O)CCCC(=O)N(Cc1ccccc1)Cc1ccccc1	-8	-5	-6	0	10	4	-15	-3	-2	-4	-1
Cc1cc(C)c2c(N)c(C(=O)N3CCN(c4ncccn4)CC3)sc2n1	-5	-3	-5	-22	-8	-16	15	8	-11	16	-3
COc1ccc(-c2c(C)oc3c(CN4CCCC(C)C4)c(O)ccc3c2=O)cc1OC (centres undefined)	-12	10	16	-6	-7	4	-3	3	-13	-2	-7
COc1ccccc1NS(=O)(=O)c1ccc(C(=O)N2CCN(c3ccccc3O)CC2)cc1	2	-3	-14	5	-8	15	-4	1	11	-3	-4
COc1cccc2c1OCC(CN1CCN(CCC(C)C)C(CCO)C1)=C2 (centres undefined)	10	1	-6	5	-13	-2	-6	-3	7	-3	3
CC1Cc2nc(SCC(=O)Nc3nc4ccccc4s3)n(C)c(=O)c2S1 (centres undefined)	12	-5	46	12	-33	-6	-15	-4	16	1	-7
CC(=O)NC(CCS(C)(=O)=O)C(=O)Nc1cccc2ccccc12 (centres undefined)	-7	-4	-5	-5	-4	-21	2	-3	-29	8	3
COc1ccc(N2CCN(C(CNC(=O)C(=O)NCCCO)c3ccco3)CC2)cc1 (centres undefined)	-6	12	23	-11	-35	-13	9	-1	-10	1	2
Cn1nc(-c2ccc(C(=O)N3CCN(Cc4ccccc4)CC3)cc2)c2ccccc2c1=O	33	0	15	8	1	-4	-8	-9	20	23	11
Cc1ccc2sc(N(CCCN(C)C)C(=O)CN3C(=O)c4ccccc4C3=O)nc2c1C	0	9	-38	0	-1	40	-13	-13	-9	-7	0
Cc1ccc(N=C2NC(=O)/C(=C/C=C/c3ccco3)S2)cc1C	-9	-3	-8	8	-23	11	0	6	4	5	-3
COc1ccccc1CN1C[C@@H]2C[C@@H](c3[nH]c4c(C)cccc4c3C)N3CCC[C@@]23C1=O	18	7	7	4	6	10	-1	-8	6	-4	3
Cc1ccc2c(c1)[C@H]1[C@H](CO2)[C@H](c2ccccc2)[C@]2(C)C(=O)Nc3ccc(Cl)cc3C(=O)N12	0	-2	15	-10	3	-1	-2	-8	4	-29	-12
COc1ccccc1N1CCN(C(=O)CC(NC(=O)c2ccccc2Cl)c2ccccc2)CC1 (centres undefined)	-23	10	-10	1	-30	1	0	-1	2	5	-4
O=C(c1ccco1)N1CCN(c2ccc([N+](=O)[O-])cn2)CC1	-10	-7	0	4	-31	-53	-4	-1	6	-9	-8
CCNC(=O)c1cccc(NC(=O)CN2C(=O)NC3(CCCCC3)C2=O)c1	2	1	4	-7	-15	12	1	7	3	-9	6
O=C(NCc1ccncc1)[C@@H]1CCCN1C(=O)[C@@H]1CCCN1C(=O)c1cccc2ccccc12	9	-3	22	nt	nt	-10	nt	nt	12	11	nt
Cc1ccc(-n2c(SCC(=O)Nc3cc(C)on3)nc3c([nH]c4ccccc43)c2=O)cc1	-20	-23	-3	14	-14	-11	nt	1	20	-15	-12
CCc1ccc(OCCCC(=O)NCc2ccccc2)cc1	3	-1	-1	2	3	-11	3	2	-5	10	10
O=C(NCC(c1cccs1)N1CCOCC1)c1cc2ccccc2oc1=O (centres undefined)	2	-3	-10	2	5	18	0	-21	-11	2	-14
O=C(c1ccc2c(=O)n3c(nc2c1)CCCCC3)N1CCc2ccccc21	-1	4	-37	-7	-6	-2	-2	-9	3	-19	-1

Carrying on:
SMILES	NR2F2 inh	NOD2-RIPK2 inh	TROY signal inh	EBV LMP1 NFkB	NCOA1 inh	SRC2 inh	Vif imaging	TLR9-MyD88 block	TRAIL sens C8	NR5A2 inv ag	SRC3 inh
COc1ccc(N2C(=O)C3ON(C4SC(=S)N(C)C4(C)C)C(c4ccc(Cl)cc4)C3C2=O)cc1 (centres undefined)	-7	-3	-7	14	-11	9	-1	9	-2	8	-4
Cc1ccc(C(=O)CSc2nnc(-c3ccc4[nH]c(C)c(C)c4c3)o2)cc1C	4	-13	-3	10	-4	-4	2	-5	0	-15	13
O=C(CNCc1cccs1)Nc1ccc(S(=O)(=O)N2CCCCC2)cc1	8	7	-14	-8	3	2	-2	-10	0	9	9
Nc1nnc(CCC2CCCCC2)s1	-14	1	-6	-10	-13	-28	15	-14	12	9	-5
O=C(O)C1C2CC3C(OC(=O)C31)C2Cl (centres undefined)	21	2	2	-13	-4	-46	nt	3	-3	7	3
Cc1ccc(CNC(=O)COC(=O)CCOc2ccc(C)cc2)cc1	6	-5	-2	-3	2	-7	nt	-3	1	17	-38
COCC1CCN(Cc2nc(-c3ccc(OC)cc3)no2)CC1	-4	-1	-7	-6	-9	6	0	-1	10	-36	-3
CC/C(=N\N=C(/CC)c1ccccc1N)c1ccccc1N	-24	-5	1	-2	5	-32	9	8	0	8	9
Cc1ccc(-n2nnnc2C(Cl)(Cl)c2nnnn2-c2ccc(C)cc2)cc1	-1	-6	60*	-5	-2	9	-4	-9	1	6	7
O=C(CCc1nnc(CCCc2ccccc2)o1)NCCc1ccco1	-27	-9	-70	-12	-22	-4	3	5	1	-36	-18
COc1ccccc1NC(=O)CSc1nc2n[nH]c(C)c2c(=N)n1-c1ccccc1Cl	9	-2	25	20	-2	4	nt	-9	22	10	14
COc1cccc(NC(=O)CN(C)C(=O)c2cc(-c3ccccc3)nc3ccccc23)c1	9	8	-3	3	-10	13	-18	14	5	1	-9
CC(=O)Nc1ccc(S(=O)(=O)NC(C)C(=O)NCC(c2ccco2)N(C)C)cc1 (centres undefined)	-2	-6	0	-10	-4	1	1	6	-28	-6	11
Cc1ccccc1OCC(=O)NNC(=O)CCN1C(=O)c2ccccc2C1=O	-1	-2	-8	7	-1	-6	27	5	-3	2	8
COc1ccccc1CN1CCCC(N2CCN(c3ccc(F)cc3)CC2)C1 (centres undefined)	-20	-4	21	-5	-15	-8	-4	2	0	6	11
COc1c(C)cc(C(=O)C2CCCN(C(=O)c3cccc(F)c3)C2)cc1C (centres undefined)	-15	-2	6	-5	0	-11	0	0	6	7	-1
CCOC(=O)c1ccc(NC(=O)c2c(N)n(C)c(=O)n(C)c2=O)cc1	-20	-8	-12	5	-5	-16	-12	-1	19	8	-3
O=C(Nc1ccc(NC(=O)c2ccc([N+](=O)[O-])o2)cc1Cl)c1ccco1	1	1	4	-15	4	-7	-1	1	-5	51	3
C/C(=N/NC(=O)CNS(=O)(=O)c1ccc(C)cc1)c1cccc([N+](=O)[O-])c1	2	-6	0	2	-4	10	0	1	-4	8	-6
COc1ccc(C2=CC(=O)C[C@H](c3ccc4c(c3)OCO4)C2)cc1	nt	5	-27	-8	-5	nt	16	-8	-19	-25	-13
CCc1cc(=O)oc2cc(C)cc(OC(C)C(=O)NCCCN3CCOCC3)c12 (centres undefined)	0	-3	7	7	-55	20	-6	1	-3	8	-8
CCOc1ccccc1-n1c(SCC(=O)NC(C)CC)nnc1-c1ccoc1C (centres undefined)	3	-2	-27	-2	-5	28	5	4	-1	8	19
CCOC(=O)N1CCN(C(=O)CN(C)S(=O)(=O)c2ccc(OCC)cc2)CC1	1	3	13	-5	-5	-7	-5	6	0	7	-11
Fc1ccc(-n2c(-c3ccc4ccccc4n3)n[nH]c2=S)cc1Cl	15	-5	-21	-5	3	1	3	-1	7	11	-8
CC(=O)Nc1ccc(S(=O)(=O)NCCC(=O)N2CCCCC2)cc1	18	-7	-9	2	6	-7	11	-2	-8	12	-10
COC(=O)c1ccc(C2/C(=C(/O)c3ccc(OC)cc3)C(=O)C(=O)N2c2cc(C)on2)cc1 (centres undefined)	0	3	-20	0	-4	-12	7	-7	0	0	7
CC(C)(C)NC(=O)C(OC(=O)c1ccco1)c1ccccc1F (centres undefined)	17	11	5	-1	13	1	0	5	7	9	-5
O=C(COc1ccc(S(=O)(=O)N2CCOCC2)cc1)NCCc1ccc(Cl)cc1	1	-3	21	1	-4	-3	-7	-3	-12	-7	1
Cc1nnc(-c2ccco2)c2cn(-c3cccc(Br)c3)nc12	-17	4	0	6	1	-30	-8	-1	12	12	4
CC(C(=O)N1CCCCC1)N(C)CC(=O)Nc1ccc(F)c(F)c1F (centres undefined)	3	-17	-6	5	-8	-30	3	2	-2	16	-14

Structures from the list above that contain a furan ring, fused or not:
SMILES	NR2F2 inh	NOD2-RIPK2 inh	TROY signal inh	EBV LMP1 NFkB	NCOA1 inh	SRC2 inh	Vif imaging	TLR9-MyD88 block	TRAIL sens C8	NR5A2 inv ag	SRC3 inh
COc1ccc(N2CCN(C(CNC(=O)C(=O)NCCCO)c3ccco3)CC2)cc1 (centres undefined)	-6	12	23	-11	-35	-13	9	-1	-10	1	2
Cc1ccc(N=C2NC(=O)/C(=C/C=C/c3ccco3)S2)cc1C	-9	-3	-8	8	-23	11	0	6	4	5	-3
O=C(c1ccco1)N1CCN(c2ccc([N+](=O)[O-])cn2)CC1	-10	-7	0	4	-31	-53	-4	-1	6	-9	-8
O=C(CCc1nnc(CCCc2ccccc2)o1)NCCc1ccco1	-27	-9	-70	-12	-22	-4	3	5	1	-36	-18
CC(=O)Nc1ccc(S(=O)(=O)NC(C)C(=O)NCC(c2ccco2)N(C)C)cc1 (centres undefined)	-2	-6	0	-10	-4	1	1	6	-28	-6	11
O=C(Nc1ccc(NC(=O)c2ccc([N+](=O)[O-])o2)cc1Cl)c1ccco1	1	1	4	-15	4	-7	-1	1	-5	51	3
CCOc1ccccc1-n1c(SCC(=O)NC(C)CC)nnc1-c1ccoc1C (centres undefined)	3	-2	-27	-2	-5	28	5	4	-1	8	19
CC(C)(C)NC(=O)C(OC(=O)c1ccco1)c1ccccc1F (centres undefined)	17	11	5	-1	13	1	0	5	7	9	-5
Cc1nnc(-c2ccco2)c2cn(-c3cccc(Br)c3)nc12	-17	4	0	6	1	-30	-8	-1	12	12	4

This is a subset; the hit share may differ from the screen's.
